aSyn yeast inh – qHTS of alpha-syn Inhibitors; Yeast expressing alpha-synuclein, growth rescue, BacTiter-Glo, 24 h; Potency, µM (series often up to 46.1 µM), for inactives: at the top dose growth rescue (activation), most hits filed as activators; 0.14% of 370,000 active; AID 652106, 2013; further: potency means the concentration at half of the fitted maximal effect; % of control where 0% means no effect; nearly all actives have a fitted effect of over 65% in size
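Galactose-induced alpha-syn yeast (OD600=0.02, raffinose-pregrown) + pinned cpd, 24 hr, 30 deg C; growth by BacTiter-Glo luminescence. Growth restoration scores as activation.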
GLP-1R inv ag – qHTS of GLP-1 Receptor Inverse Agonists (Inhibition Mode) | Glucagon-like peptide 1 receptor (Homo sapiens), P43220 | HEK293 GLP-1R CRE-luciferase, luminescence, 24 h; GLP-1R form is constitutively active | Potency, µM (highest dose often 38.3 µM), for inactives: at the highest dose activity change, negative = inhibition, usual class: inhibitors | 1.6% of 410,000 active; further: potency means the concentration at half of the fitted maximal effect; on the % scale 0 is the no-effect control and ±100 the full control effect; nearly all actives have a fitted effect of over 55% in size
Target sequence (P43220 whole entry, looked up): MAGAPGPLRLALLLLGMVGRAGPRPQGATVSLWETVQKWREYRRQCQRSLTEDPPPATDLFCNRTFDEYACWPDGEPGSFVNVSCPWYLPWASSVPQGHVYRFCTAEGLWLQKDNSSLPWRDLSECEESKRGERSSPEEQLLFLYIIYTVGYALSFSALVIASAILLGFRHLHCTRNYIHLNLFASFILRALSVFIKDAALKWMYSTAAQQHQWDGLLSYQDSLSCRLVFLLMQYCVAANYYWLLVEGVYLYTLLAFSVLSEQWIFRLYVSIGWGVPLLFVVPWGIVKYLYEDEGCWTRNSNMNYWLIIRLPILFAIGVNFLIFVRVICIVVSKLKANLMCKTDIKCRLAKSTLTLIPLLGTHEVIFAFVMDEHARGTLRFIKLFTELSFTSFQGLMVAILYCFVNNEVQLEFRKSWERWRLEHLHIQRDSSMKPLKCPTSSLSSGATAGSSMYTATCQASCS
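Assay principle: reduced luminescence from a cAMP-responsive reporter in HEK293 cells co-expressing a constitutively active GLP-1R. Conditions: 24 hr compound incubation, 37 deg C, 5% CO2.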
GLP1R ag – qHTS of GLP-1 Receptor Agonists; Glucagon-like peptide 1 receptor (Homo sapiens), P43220; 0.007% of 380,000 active; Potency, µM (series often up to 45.6 µM), for inactives: at the highest dose activation, actives largely listed as activators; HEK293 GLP-1R CRE-luciferase, luminescence, 4-6 h; cells express a hypersensitive GLP-1R form; further: potency means the concentration at half of the fitted maximal effect; % of control where 0% means no effect
DRD3 antagonist – qHTS of D3 Dopamine Receptor Antagonist: qHTS | D3R cells, DiscoveRx beta-arrestin luminescence, antagonist mode; active compounds read low | max response, negative = inhibition, % | 2.5% of 360,000 active; in the data active means max response below about -50%; inconclusive means no clear call, values can overlap the other calls; further: on the % scale 0 is the no-effect control and ±100 the full control effect; mostly tested at two doses, the higher about 12 µM
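Cells expressing the human receptor were seeded at 1500 cells/well, incubated overnight at 37 degrees C in 5% CO2, then exposed to library compounds with dopamine controls for 90 minutes at 37 degrees C before luminescent detection.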
PTHR1 ag – qHTS for PTHR1 Agonists: Primary Screen | Parathyroid hormone/parathyroid hormone-related peptide receptor (Homo sapiens), Q03431 | HEK293 GP2 PTHR1 cells, GloSensor cAMP luminescence, 1 h | Potency, µM (highest dose often 115 µM), inactives show at the top dose activation, hits mostly activators | 0.075% of 410,000 active | AID 743266, 2014; further: potency means the concentration at half of the fitted maximal effect; nearly all actives have a fitted effect of over 55% in size; some results filed as inactive show a strong effect at the top dose; inactives centre near -15; many of its hits are not listed in these tables
Target sequence (Q03431 whole entry, looked up): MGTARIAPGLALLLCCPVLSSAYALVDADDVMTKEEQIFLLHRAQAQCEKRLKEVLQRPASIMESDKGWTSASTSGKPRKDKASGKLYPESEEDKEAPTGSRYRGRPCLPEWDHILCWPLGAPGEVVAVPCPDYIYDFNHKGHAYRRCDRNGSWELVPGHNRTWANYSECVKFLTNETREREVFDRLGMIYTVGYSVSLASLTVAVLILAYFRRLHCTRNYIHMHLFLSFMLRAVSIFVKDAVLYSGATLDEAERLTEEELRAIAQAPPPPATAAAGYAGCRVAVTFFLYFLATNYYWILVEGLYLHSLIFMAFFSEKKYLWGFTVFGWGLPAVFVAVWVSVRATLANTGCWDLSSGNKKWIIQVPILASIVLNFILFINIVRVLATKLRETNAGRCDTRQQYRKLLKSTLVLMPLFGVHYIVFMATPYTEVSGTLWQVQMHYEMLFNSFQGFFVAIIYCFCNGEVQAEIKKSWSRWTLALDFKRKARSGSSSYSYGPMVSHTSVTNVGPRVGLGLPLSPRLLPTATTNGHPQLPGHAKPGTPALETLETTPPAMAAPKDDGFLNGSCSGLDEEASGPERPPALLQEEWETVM
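HEK-293-derived GP2 cells expressing PTHR1 and a GloSensor cAMP reporter, 3,000/well, plated overnight, given luciferin plus IBMX (each 0.5 mM as added) for 1 h at 37 °C, then compound for 1 h at 37 °C. Luminescence was read after 15 min at room temperature.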
TDP43 rescue – qHTS of TDP-43 Inhibitors | TDP-43 expressing yeast growth rescue, BacTiter-Glo, 24 h | Potency, µM (highest dose often 46.1 µM), inactives show at the highest dose growth rescue (activation), usual class: activators | 1.8% of 410,000 active | AID 652104, 2013; further: potency means the concentration at half of the fitted maximal effect; % of control where 0% means no effect; nearly all actives have a fitted effect of over 50% in size
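Galactose-induced TDP-43 yeast, OD600=0.02, compound pinned; 24 hr, 30 deg C; BacTiter-Glo luminescence for growth. Inhibitors of TDP-43 toxicity read as activators.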
FUS suppressor – qHTS for Suppressors of FUS Proteinopathy: Primary screen using FUS-linked yeast assay. S. cerevisiae FUS-expressing, growth rescue, OD600, 24 h. Potency, µM (top dose mostly 76.6 µM), inactives show at the highest dose growth rescue (activation), actives largely listed as activators. 0.24% of 390,000 active. AID 1347120, 2019;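 further: potency means the concentration at half of the fitted maximal effect; plate controls were DMSO vehicle for no effect and reference control for full effect; nearly all actives have a fitted effect of over 55% in size; some results filed as inactive show a strong effect at the top dose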
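Quantitative HTS measuring growth restoration of FUS-toxic yeast. Galactose-induced cells (OD 0.005) were exposed 24hr at 30C to compounds at several concentrations, then absorbance at 600 nm was recorded.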
Akt phos inh – HTS Assay for Inhibitors of Akt Phophorylation: Primary Screen. 0.32% of 360,000 active. AID 651550, 2012. activity change, % for hits at 50 µM. Neuro2A IGF-stimulated pAkt S473 HTRF, 20 min; active compounds read low; in the data active means activity change below about -80%; inconclusive means mostly about -51% to -80%; further: on the % scale 0 is the no-effect control and ±100 the full control effect
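Neuro2A cells in DMEM with 0.5% FBS, overnight at 37 deg C, given compound at single 50 µM final, then IGF (6 nM final) for 20 min at 37 deg C. Lysed; phospho-Akt Ser473 by HTRF after 24 h, 665/615 ratio.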
Abeta rescue – qHTS for compounds that reverse cellular toxicity of Amyloid beta (A-beta) peptide in yeast: Primary Screen; Potency, µM (top dose mostly 46.1 µM), inactives show at the highest dose growth rescue, most hits filed as activators; yeast expressing A-beta42, growth rescue, OD600, 48 h; response scale: 0% DMSO, 100% iron-clioquinol control; 0.063% of 410,000 active; AID 1347071, 2019; further: potency means the concentration at half of the fitted maximal effect; nearly all actives have a fitted effect of over 55% in size
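Yeast growth medium received pinned compounds, then yeast cells expressing toxic A-beta were added; plates incubated at 30 C for 48 hr. Growth read as absorbance at 600 nm, normalized to DMSO and equimolar FeCl3 plus clioquinol controls.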
An asterisk follows results filed as active; [ ] = dose if it differs, or a comment. Unless noted, the call rests on the fitted dose curve; in most records, active means well fitted curve in the direction sought with a large enough effect; inconclusive means small, poorly fitted or top-dose-only effect, or another doubt; inactive means no such curve, though single readings can be large; an effect the other way counts as inactive or inconclusive. An excerpt; the hit share may differ from the screen's.

How did COc1ccc(C2NC(=O)NC(C)=C2C(=O)Nc2ccccc2)cc1OC (configuration not stated) do in these assays?
GLP-1R inv ag: 11%; PTHR1 ag: 17%; TDP43 rescue: -28%; FUS suppressor: -5%; Abeta rescue: -31%[inhibitor]

Results for Cc1ccc(C(=O)Nc2ccc(Oc3ccc(C(=O)O)c(C(=O)O)c3)cc2)cc1C ?
aSyn yeast inh: -1%; GLP-1R inv ag: 1%; GLP1R ag: -12%; DRD3 antagonist: 16; PTHR1 ag: inactive; TDP43 rescue: -2%; FUS suppressor: -6%; Akt phos inh: inactive; Abeta rescue: -1%

Results for O=C(CSc1nncc(=O)[nH]1)NC1CCCCC1 ?
aSyn yeast inh: 0%; GLP-1R inv ag: 12%; GLP1R ag: -4%; DRD3 antagonist: 0; PTHR1 ag: -20%; TDP43 rescue: 24%; FUS suppressor: -14%; Akt phos inh: inactive; Abeta rescue: -7%

What do the screens show for `CCOC(=O)C1=NN(c2ccccc2)C2=NC(C)=C(C(=O)OC)C(c3cccs3)N12` (configuration not stated)?
GLP-1R inv ag: 5%; GLP1R ag: 4%; DRD3 antagonist: 0; PTHR1 ag: inactive; TDP43 rescue: 0%; FUS suppressor: -17%; Abeta rescue: 10%

How did Cc1ccc(CNC(=O)C2CCCN(S(=O)(=O)c3ccc(F)cc3)C2)cc1 (configuration not stated) do in these assays?
aSyn yeast inh: 3%; GLP-1R inv ag: -8%; GLP1R ag: -5%; DRD3 antagonist: -18; PTHR1 ag: inactive; TDP43 rescue: 22%; FUS suppressor: 10%; Akt phos inh: inactive; Abeta rescue: 6%

What do the screens show for `Cc1cccc(NC(=O)CN(C)S(=O)(=O)c2cccs2)c1`?
aSyn yeast inh: -5%; GLP-1R inv ag: 1%; GLP1R ag: -1%; DRD3 antagonist: 6; PTHR1 ag: inactive; TDP43 rescue: 14%; FUS suppressor: -5%; Akt phos inh: inactive; Abeta rescue: 7%

How did O=C(COC(=O)/C=C/c1cccc(Br)c1)NC1CCCCC1 do in these assays?
aSyn yeast inh: -6%; GLP-1R inv ag: 5%; GLP1R ag: -6%; DRD3 antagonist: 16; PTHR1 ag: -1%; TDP43 rescue: 16%; FUS suppressor: -27%; Akt phos inh: inactive; Abeta rescue: -6%

Results for O=C(CN1CCC(NC(=O)Nc2ccccc2)CC1)Nc1cccc([N+](=O)[O-])c1 ?
aSyn yeast inh: 2%; GLP-1R inv ag: inconclusive; GLP1R ag: 8%; DRD3 antagonist: 2; PTHR1 ag: -38%[inhibitor]; TDP43 rescue: 9%; FUS suppressor: 9%; Akt phos inh: inactive; Abeta rescue: inconclusive

What do the screens show for `CCOC(=O)CSc1nc2cc(C(=O)NCC3CCCO3)ccc2c(=O)n1Cc1ccco1` (configuration not stated)?
aSyn yeast inh: -13%; GLP-1R inv ag: 1%; GLP1R ag: -1%; DRD3 antagonist: 16; PTHR1 ag: -8%[57.5 µM]; TDP43 rescue: 2%; FUS suppressor: 12%; Akt phos inh: inactive; Abeta rescue: 10%

What do the screens show for `OC(Cn1cnnc1)c1ccccc1` (configuration not stated)?
aSyn yeast inh: -13%; GLP-1R inv ag: 10%; GLP1R ag: 1%; DRD3 antagonist: -7; PTHR1 ag: -5%; TDP43 rescue: -6%; FUS suppressor: 4%; Akt phos inh: inactive; Abeta rescue: 8%

Results for COc1cc(/C=C2\SC(=S)N(CCC(=O)NC3CCCC3)C2=O)cc(OC)c1OC ?
aSyn yeast inh: 1%; GLP-1R inv ag: -5%; GLP1R ag: -5%; DRD3 antagonist: 0; PTHR1 ag: inactive; TDP43 rescue: 7%; FUS suppressor: -4%; Akt phos inh: inactive; Abeta rescue: -8%

Results for Cc1ccc(S(=O)(=O)NC(=O)Nc2nc(-c3ccc(F)c(F)c3)cs2)cc1 ?
aSyn yeast inh: -24%; GLP-1R inv ag: 5%; GLP1R ag: 8%; DRD3 antagonist: -8; PTHR1 ag: -8%; TDP43 rescue: 0%; FUS suppressor: 7%; Akt phos inh: inactive; Abeta rescue: -7%

How did O=C(NCCN1CCN(c2ccccc2)CC1)C1CCCN(S(=O)(=O)c2cnc[nH]2)C1 (configuration not stated) do in these assays?
aSyn yeast inh: 4%; GLP-1R inv ag: 4%; GLP1R ag: 8%; DRD3 antagonist: -63*; PTHR1 ag: inactive; TDP43 rescue: 0%; FUS suppressor: -11%; Akt phos inh: inactive; Abeta rescue: 14%

How did O=C1C(Cl)=C(N2CCCCCC2)C(=O)N1c1ccc(Br)cc1 do in these assays?
aSyn yeast inh: 0%; GLP-1R inv ag: inconclusive; GLP1R ag: 12%; DRD3 antagonist: -20; PTHR1 ag: -28%; TDP43 rescue: 11%; FUS suppressor: -11%; Akt phos inh: inactive; Abeta rescue: -8%

How did COc1c(Cl)cc(Cl)cc1CNCc1ccccc1 do in these assays?
aSyn yeast inh: 1%; GLP-1R inv ag: inconclusive; GLP1R ag: 10%; DRD3 antagonist: 2; PTHR1 ag: inactive; TDP43 rescue: 6%; FUS suppressor: -17%; Akt phos inh: inactive; Abeta rescue: 9%

What do the screens show for `CN1CCN(c2cnn(-c3ccccc3)c(=O)c2Br)CC1`?
aSyn yeast inh: 9%; GLP-1R inv ag: 12%; GLP1R ag: 1%; DRD3 antagonist: 14; PTHR1 ag: -25%; TDP43 rescue: 16%; FUS suppressor: -25%; Akt phos inh: inactive; Abeta rescue: 12%

How did Cc1ccc(CN2CCNC(=O)C2CC(=O)NCC(F)(F)F)o1 (configuration not stated) do in these assays?
aSyn yeast inh: 6%; GLP-1R inv ag: 33%[activator]; GLP1R ag: 9%; DRD3 antagonist: 8; PTHR1 ag: inactive; TDP43 rescue: 3%; FUS suppressor: -13%; Akt phos inh: inactive; Abeta rescue: 1%

How did CCC(C)(C)NC(=O)C(c1ccc(F)cc1)N(Cc1ccco1)C(=O)CCC(=O)Nc1ccccn1 (configuration not stated) do in these assays?
aSyn yeast inh: 0%; GLP-1R inv ag: inconclusive; GLP1R ag: 7%; DRD3 antagonist: -11; PTHR1 ag: inactive; TDP43 rescue: 1%; FUS suppressor: 30%; Akt phos inh: inactive; Abeta rescue: 21%

How did [O-]C1=N[N+](=C(c2ccccc2)c2ccccc2)C1 do in these assays?
aSyn yeast inh: -5%; GLP-1R inv ag: 7%; GLP1R ag: -6%; DRD3 antagonist: 4; PTHR1 ag: -13%; TDP43 rescue: -1%; FUS suppressor: -3%; Akt phos inh: inactive; Abeta rescue: -7%

How did OCC12COC(c3ccccc3)N1C(c1ccccc1)OC2 (configuration not stated) do in these assays?
aSyn yeast inh: -5%; GLP-1R inv ag: -9%; GLP1R ag: 2%; DRD3 antagonist: -20; PTHR1 ag: -24%[57.5 µM]; TDP43 rescue: 2%; FUS suppressor: 5%; Akt phos inh: inactive; Abeta rescue: -5%

Results for O=C(NCc1ccccc1F)C1CCN(S(=O)(=O)c2ccccc2)CC1 ?
aSyn yeast inh: -1%; GLP-1R inv ag: 16%; GLP1R ag: 8%; DRD3 antagonist: -11; PTHR1 ag: -14%; TDP43 rescue: 0%; FUS suppressor: 13%; Akt phos inh: inactive; Abeta rescue: -13%

Results for O=C(CN(C(=O)CNS(=O)(=O)c1ccccc1)C1CCCC1)NCC1CCCO1 (configuration not stated) ?
aSyn yeast inh: 1%; GLP-1R inv ag: 8%; GLP1R ag: 0%; DRD3 antagonist: -53*; PTHR1 ag: inactive; TDP43 rescue: 20%; FUS suppressor: -21%; Akt phos inh: inactive; Abeta rescue: 14%

Already shown: entries from further up.
How did [O-]C1=N[N+](=C(c2ccccc2)c2ccccc2)C1 do in these assays?
aSyn yeast inh: -5%; GLP-1R inv ag: 7%; GLP1R ag: -6%; DRD3 antagonist: 4; PTHR1 ag: -13%; TDP43 rescue: -1%; FUS suppressor: -3%; Akt phos inh: inactive; Abeta rescue: -7%

How did OCC12COC(c3ccccc3)N1C(c1ccccc1)OC2 (configuration not stated) do in these assays?
aSyn yeast inh: -5%; GLP-1R inv ag: -9%; GLP1R ag: 2%; DRD3 antagonist: -20; PTHR1 ag: -24%[57.5 µM]; TDP43 rescue: 2%; FUS suppressor: 5%; Akt phos inh: inactive; Abeta rescue: -5%

Results for O=C(NCc1ccccc1F)C1CCN(S(=O)(=O)c2ccccc2)CC1 ?
aSyn yeast inh: -1%; GLP-1R inv ag: 16%; GLP1R ag: 8%; DRD3 antagonist: -11; PTHR1 ag: -14%; TDP43 rescue: 0%; FUS suppressor: 13%; Akt phos inh: inactive; Abeta rescue: -13%

Results for O=C(CN(C(=O)CNS(=O)(=O)c1ccccc1)C1CCCC1)NCC1CCCO1 (configuration not stated) ?
aSyn yeast inh: 1%; GLP-1R inv ag: 8%; GLP1R ag: 0%; DRD3 antagonist: -53*; PTHR1 ag: inactive; TDP43 rescue: 20%; FUS suppressor: -21%; Akt phos inh: inactive; Abeta rescue: 14%

Bioassay records: PubChem BioAssay, National Center for Advancing Translational Sciences (NCATS)
